Compound activity deposited in PubChem by Sanford-Burnham Center for Chemical Genomics.
Jurkat NFkB inh = inhibitors of induced NF-kB luciferase reporter, primary screen, TCR NF-kB activation inhibitor project, cell-based, luminescence, uHTS. Jurkat, PMA/ionomycin-induced NF-kB luciferase reporter. inhibition, % at 4 µM. 330,000 compounds, 0.53% hits; in the data active = inhibition above about 50%
697 NFkB inh = inhibitors of PMA/ionomycin-induced NF-kB reporter, 697 cells, primary screen, B-cell NF-kB inhibitor project, cell-based, luminescence, uHTS. 330,000 compounds, 0.33% hits. inhibition, % at 4 µM. 697 B-cell NF-kB luciferase reporter, 16 h; in the data active = inhibition above about 35%
Mdm2-MdmX inh = inhibitors of human Mdm2-MdmX association, primary screen, cell-based, luminescence, split luciferase, SaOS-2, uHTS. SaOS-2 split-luciferase Mdm2/MdmX complementation. inhibition, % at 8 µM. 330,000 compounds, 3% hits. AID 485346, 2010. Protein Mdm4 (Homo sapiens) + E3 ubiquitin-protein ligase Mdm2 (Homo sapiens), …;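 active = inhibition of at least 50% at 8 µM in the primary screen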
Target sequence (O15151 whole entry, looked up): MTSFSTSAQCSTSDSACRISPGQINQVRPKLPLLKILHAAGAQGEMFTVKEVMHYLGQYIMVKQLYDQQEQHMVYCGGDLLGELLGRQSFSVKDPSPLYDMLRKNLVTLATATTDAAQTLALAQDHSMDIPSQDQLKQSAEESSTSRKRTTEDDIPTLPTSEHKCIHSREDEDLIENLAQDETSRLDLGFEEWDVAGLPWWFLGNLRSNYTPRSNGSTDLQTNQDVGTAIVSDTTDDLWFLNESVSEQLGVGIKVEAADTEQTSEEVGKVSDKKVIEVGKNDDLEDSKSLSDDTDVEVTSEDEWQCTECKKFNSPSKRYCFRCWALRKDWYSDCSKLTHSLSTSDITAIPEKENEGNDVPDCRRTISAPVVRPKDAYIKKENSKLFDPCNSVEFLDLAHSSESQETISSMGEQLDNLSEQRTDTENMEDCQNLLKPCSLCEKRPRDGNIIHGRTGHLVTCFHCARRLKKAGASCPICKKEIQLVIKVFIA
Target sequence (Q00987 whole entry, looked up): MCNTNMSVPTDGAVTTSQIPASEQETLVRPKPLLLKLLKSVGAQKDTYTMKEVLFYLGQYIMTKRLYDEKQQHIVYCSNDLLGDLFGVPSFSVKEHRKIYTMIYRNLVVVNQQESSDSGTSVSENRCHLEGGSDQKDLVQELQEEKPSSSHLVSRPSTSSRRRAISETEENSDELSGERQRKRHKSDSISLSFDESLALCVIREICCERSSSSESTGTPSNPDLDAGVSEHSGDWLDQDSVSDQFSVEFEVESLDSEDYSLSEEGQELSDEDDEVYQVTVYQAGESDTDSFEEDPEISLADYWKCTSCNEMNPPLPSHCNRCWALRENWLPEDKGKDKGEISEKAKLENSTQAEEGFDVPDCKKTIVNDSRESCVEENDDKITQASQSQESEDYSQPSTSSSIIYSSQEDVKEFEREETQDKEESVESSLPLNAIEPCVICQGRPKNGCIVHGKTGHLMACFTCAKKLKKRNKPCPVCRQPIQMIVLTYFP
APJ agonist = agonists of human apelin receptor APJ, primary screen, CHO-K1 cells, PathHunter beta-arrestin, luminescence; P35414; 0% DMSO wells, 100% apelin; activation, % at 20 µM; 330,000 compounds, 0.11% hits;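 active = activation more than six SD over the plate average, tested at 20 µM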;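 note: 0% = DMSO alone and 100% = apelin-13 at 10 nM; some results filed as inactive read as strong as hits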
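assay system = CHO-K1 APJ beta-arrestin complementation cell line | input = cell density 1000 per well | dosing = compound 20 µM once, DMSO 1% | timing = compound 90 min 25 °C, reagent 1 h | measured by = luminescence from split beta-galactosidase complementation, Galacton Star/Emerald II substrate | read-out basis = APJ agonist activity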
XBP1 UPR activ = activators of adaptive XBP1 UPR arm, primary screen, cell-based, CHO-XBP1 luciferase reporter, luminescence, uHTS; IRE1-XBP1 UPR activation; percent of tunicamycin response, DMSO as zero; activation, % at 20 µM; 330,000 compounds, 0.33% hits;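 active = versus positive control, 20 µM dose yields 30% or more activation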;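 note: 100% = tunicamycin at 10 µg/mL and 0% = DMSO only wells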
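Signal: luciferase luminescence; Assay system: CHO-XBP1 luciferase reporter cells; Amount: one thousand reporter cells per well; Dosing: 20 µM single concentration, DMSO 1%; Benchmarks: high control tunicamycin 10 µg/mL final, low control DMSO vehicle only; Schedule: 6 h compound exposure at 37 °C, 5% CO2; Evaluation: percent activation relative to tunicamycin reference.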
CHOP UPR activ = activators of apoptotic CHOP UPR arm, primary screen, cell-based, CHO-CHOP luciferase reporter, luminescence, uHTS | UPR activation; percent of tunicamycin response over DMSO baseline | activation, % at 10 µM | 330,000 compounds, 0.34% hits | AID 449763, 2010;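 active = at 10 µM dose, activation of 40% or more, normalized to positive control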;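 note: 100% = tunicamycin at 10 µg/mL and 0% = DMSO alone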
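measured by = luciferase luminescence | assay system = CHO-CHOP cells, stable luciferase reporter of PERK-eIF2a-CHOP signalling | amount = 500 reporter cells seeded per well | timing = 6 h compound exposure at 37 °C after overnight seeding | controls = positive tunicamycin 10 µg/mL, negative DMSO alone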
APJ antag = antagonists of human apelin receptor APJ, primary screen, CHO-K1 cells, beta-arrestin complementation, luminescence. inhibition, % at 20 µM. 330,000 compounds, 0.32% hits;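 active = inhibition above about 40% at 20 µM, limit read from the data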;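 note: cells challenged with 10 nM apelin-13 agonist together with compound; plate controls were apelin-13 plus DMSO wells for no effect and DMSO wells lacking apelin-13 for full effect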
tim23-1 inh = growth inhibitors of tim23-1 mutant yeast, primary screen, luminescence, uHTS. S. cerevisiae tim23-1 growth, BacTiter-Glo luminescence, 24 h. inhibition, % at 20 µM. 330,000 compounds, 1.3% hits;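 active = growth inhibition of the mutant yeast at or above 50%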;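 note: temperature-sensitive mutant grown at 25 °C; plate controls were DMSO-treated mutant yeast for no effect and medium wells lacking yeast for full effect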
* marks the source's active call; other numbers are inactive results; / = not tested or not shown.

SMILES	Jurkat NFkB inh	697 NFkB inh	Mdm2-MdmX inh	APJ agonist	XBP1 UPR activ	CHOP UPR activ	APJ antag	tim23-1 inh
CC1(c2ccccc2Cl)NC(=O)N(CC(=O)NCc2ccc3c(c2)OCO3)C1=O (stereo not drawn)	14	-1	5	-3	0	-0.2	-2	19
O=C(O)Cc1ccc2ccc3ccccc3c2c1	3	8	14	-5	-3	0.1	4	8
CCOc1ccc(-n2c(-c3ccccc3)c[nH]c2=S)cc1	-4	-5	-8	5	0	4.1	12	-1
Cc1ccc(Oc2c(C(N)=O)cc([N+](=O)[O-])cc2[N+](=O)[O-])cc1	6	-10	95*	0	-6	64*	-34	36
Cc1cc(NC(=O)CSCC(=O)Nc2nc3ccccc3s2)no1	-2	11	-4	-2	-2	0.5	-2	-7
COC(=O)c1ccc(Cn2cc(/C=C\[N+](=O)[O-])c3ccccc32)o1	-9	-23	8	-3	-3	1.9	11	19
O=C(CN1CCOCC1)Nc1nc2ccc(Cl)cc2s1	-34	-29	-5	0	-1	4.0	1	19
O=C(CN1C2CCC1CC(NC(=O)Nc1ccccc1)C2)NCc1ccco1 (stereo not drawn)	12	4	-7	-6	7	1.0	10	-9
COc1cc(NC(=O)c2cc([N+](=O)[O-])ccc2N2CCOCC2)ccc1NC(=O)c1ccco1	3	-17	6	-3	-2	0.9	-44	-2
CC(C)(C)c1ccc(-c2n[nH]c(=S)n2CC2CCCO2)cc1 (stereo not drawn)	16	-12	12	-3	-1	-1.9	14	25
O=c1c2cnn(-c3ccccc3)c2nc(-c2cccs2)n1-c1ccc(Cl)cc1	9	-36	1	-6	4	-0.1	10	-1
Cc1ccc(NC(=O)Cc2ccc(Cl)cc2)cc1S(=O)(=O)N1CCCCCC1	-1	-2	4	-1	-1	4.0	-5	28
Cc1ccc(CNC(=O)c2ccc(N3CCC4(CC3)CC(c3ccccc3)=NO4)c(NC(=O)c3ccco3)c2)cc1	9	-11	12	5	-1	-0.3	-13	14
Cc1nn(-c2ccc(F)cc2)c(Cl)c1/C=C/C(=O)OCC(=O)Nc1ccc(F)cc1F	6	-40	17	0	-3	1.7	-7	14
CCOc1ccc(CNC(=S)Nc2ccccc2)cc1Cl	-5	-12	25	-2	-3	1.0	-9	33
O=C(NNc1cccc(Cl)n1)c1ccccc1CC[N+](=O)[O-]	8	19	92*	-3	-2	-2.9	8	3
Cc1ccc(CC(=O)NCc2cccnc2)cc1	18	17	-12	-2	-3	-0.9	-21	-4
Cc1cc(C)c(-c2noc(C(=O)OC(C)(C)C)c2C(=O)OC(C)(C)C)c(C)c1	-8	11	9	-2	-3	0.5	-3	6
O=C(CCS(=O)(=O)c1ccccc1)Nc1ccccn1	-1	-4	23	0	0	1.0	5	16
Cc1ccc(NC(=O)NC2C(NC(=O)Nc3ccc(C)cc3)N(C)C(=O)N2C)cc1 (stereo not drawn)	-14	12	21	5	-3	-1.5	-1	16
CCOc1ccc(C2=[N+]([O-])C(C)(C)N(O)C2(C)C)cc1	-5	-11	-7	3	0	-0.3	-8	-11
S=C(Nc1ccccn1)c1ccccn1	-129	-198	-76	-1	16	165*	12	16
CC(=O)c1ccc(OCc2cc(C(=O)NC(C)CCn3cccn3)no2)cc1 (stereo not drawn)	-65	-70	-47	1	-1	4.4	-4	-4
O=C(N1CCOCC1)n1cnc2ccccc21	4	0	16	-2	-2	-2.4	14	-3
COc1ccccc1N1CCN(S(=O)(=O)c2ccccc2)CC1	15	23	28	-3	1	-2.3	-8	14
CNc1ccccc1C(=O)OCC(=O)Nc1ccc2c(c1)OCO2	5	-3	9	5	-1	2.4	0	17
CC(C)(CCl)C(=O)Nc1ccc(Sc2ccc(F)cc2)cc1	-3	7	15	-2	-2	3.9	-7	45
COc1cccc(C2C(C(N)=O)=C(C)Nc3nc(CCCO)nn32)c1OC (stereo not drawn)	-12	-13	-10	-4	0	-3.1	-35	11
CCCn1c(C)cc(-c2csc(N)n2)c1C	-6	8	5	-3	-7	-0.1	-5	12
CCOC(=O)C1CCCN(C(=O)c2cccs2)C1 (stereo not drawn)	3	7	22	-9	1	-0.7	9	-7
CCC(C)NS(=O)(=O)c1ccc(OCC(=O)Nc2ccc3c(c2)OCO3)cc1 (stereo not drawn)	-7	-5	-4	-1	-2	0.2	-13	1
COC(=O)[C@@]1(Cc2ccccc2)[C@H]2C(=O)N(Cc3ccccc3)C(=O)[C@H]2[C@H]2CN=C(SC)N21	/	8	17	/	-2	2.5	/	38
O=C(CC(NS(=O)(=O)c1ccc(Cl)cc1)c1ccco1)NCc1ccco1 (stereo not drawn)	-1	-3	-6	1	0	-0.8	-7	19
O=C(NCCN1CCOCC1)c1ccc2c(c1)N(Cc1c(F)cccc1Cl)C(=O)c1ccccc1S2	-10	-16	8	0	3	0.9	-17	-13
O=c1nc2ccccc2c2n1CC(CN1CCN(c3cccc(Cl)c3)CC1)N2 (stereo not drawn)	-1	-12	2	6	0	0.6	-3	9
CC(CNS(=O)(=O)c1ccc(Cl)cc1)n1cncn1 (stereo not drawn)	0	11	29	1	3	-1.0	3	-5
CCOC(=O)N1CCc2c(sc(NC(=O)C3COc4ccccc4O3)c2C(N)=O)C1 (stereo not drawn)	-6	-28	31	-1	-2	0.6	-19	14
CC(C)(C)c1ccc(C(=O)NNc2cc(N3CCOCC3)nc(N3CCOCC3)n2)cc1	-6	7	12	-2	0	-0.9	-3	3
N=C1C(c2nc3ccccc3[nH]2)=C(O)CN1c1ccc(F)cc1	-37	-21	-1	-6	9	5.0	30	6
O=C(C1=C[C@@H](C2CC2)C[C@@H](OCCCCO)O1)N1CCN(Cc2ccc3c(c2)OCO3)CC1	13	17	17	-5	-2	1.8	14	-14
COCCCN1C(=O)c2ccc(C(=O)Nc3ccc(OC)cc3OC)cc2C1=O	-10	14	3	-1	-2	-1.4	4	-1
O=C(CSc1nnc(-c2ccc(Cl)cc2)n1CC1CCCO1)NC1CCS(=O)(=O)C1 (stereo not drawn)	-13	-4	4	-2	4	1.4	-18	5
CCCCOc1ccc(-c2nnn(C(C)C(=O)OCC)n2)cc1 (stereo not drawn)	6	-8	2	8	-1	1.4	-8	35
Cc1cnc(C(=O)OCC(=O)Nc2ccc(Br)c(C)c2)cn1	-5	12	-10	-4	-1	0.7	-4	16
O=S(=O)(c1ccccc1)N(CC(O)CN1CCCC1)c1ccccc1 (stereo not drawn)	3	8	4	2	-2	-0.3	7	-24
Cc1ccc(-n2c(Cc3cccn3C)nnc2SCC(=O)N2CCN(c3ccccc3)CC2)cc1	-11	1	-4	-5	1	1.2	-14	14
Cc1ccc(CN(C(=O)c2ccco2)C2CCS(=O)(=O)C2)cc1 (stereo not drawn)	-4	17	29	-6	-3	-1.4	13	-6
CCCNC(=O)C(Cc1cccc(Cl)c1)NC(=O)c1ccc(C#N)cc1 (stereo not drawn)	-8	3	-5	-3	0	2.4	5	0
C(=N\n1cnnc1)/c1nc2ccccc2[nH]1	-1	-6	1	1	-2	1.0	8	4
Cc1sc2ncnc(N3CCC(C(=O)Nc4nc5ccc(Cl)cc5s4)CC3)c2c1C	-68	-143	39	12	-2	5.0	-74	9

More entries:
SMILES	Jurkat NFkB inh	697 NFkB inh	Mdm2-MdmX inh	APJ agonist	XBP1 UPR activ	CHOP UPR activ	APJ antag	tim23-1 inh
Cc1cc(NC(=O)C(C)SCC(=O)Nc2ccc(SC(F)F)cc2)no1 (stereo not drawn)	18	6	11	0	-2	-1.2	16	8
CC1CCCC(NC(=O)c2ccc3c(SCC(=O)O)c4c(nc3c2)CCC4)C1C (stereo not drawn)	1	12	0	-5	-2	-1.2	0	6
O=S(=O)(c1ccc(OCC(O)CN2CCC(Cc3ccccc3)CC2)cc1)N1CCOCC1 (stereo not drawn)	0	-1	23	-5	-3	0.0	7	13
CCc1ccc(NC(=O)C2CCN(S(=O)(=O)c3c(C)noc3C)CC2)cc1	8	-9	7	3	-3	2.7	11	17
Cc1cc(S(=O)(=O)N2CCCC2)ccc1OCC(=O)Nc1ccc(C(N)=O)cc1	-8	-3	4	2	1	1.1	-48	4
CCOC(=O)C1CCN(Cc2cc(=O)n3c(-c4ccccc4)csc3n2)CC1	-4	11	-24	-3	-2	3.4	16	6
Cc1ccc(C(=O)NC(=S)Nc2ccc(N3CCOCC3)cc2)cc1	-17	-16	-29	-2	-1	-0.3	1	16
COc1cccc(C(=O)Nc2c[nH]c(=O)[nH]c2=O)c1	1	15	9	0	-2	-0.2	14	-8
COc1cc(C(=O)NNC(=O)CN2C(=O)NC3(CCCC3)C2=O)cc(OC)c1OC	-3	12	-14	-4	0	0.9	-11	7
Nc1ccc(C(=O)OC2CCOC2=O)cc1[N+](=O)[O-] (stereo not drawn)	15	3	17	-2	-4	-1.2	3	-2
COc1ccc2nc(C)cc(Nc3ccc(C(=O)O)cc3)c2c1	2	-13	6	-2	-1	0.0	-8	11
O=C(COC(=O)Cc1ccc(Cl)cc1)Nc1ccccc1F	4	10	0	-1	0	-0.1	-4	13
Cc1nc(-c2ccccc2OC(F)(F)F)[nH]c(=O)c1Cl	-27	-18	-20	5	-1	0.2	-25	10
COc1cccc(N2C(=O)C3CCCN3C2=S)c1 (stereo not drawn)	-10	-8	-8	1	3	1.0	-7	2
CC1CC(Nc2ccccc2)=NC1(C)C (stereo not drawn)	-27	-18	-22	0	1	2.0	9	0
C=CCOc1cccc(C2C(C(=O)c3ccc(C)o3)=C(O)C(=O)N2c2nccs2)c1 (stereo not drawn)	-4	8	22	2	1	3.4	-6	16
Cn1cnnc1SCC(=O)Nc1ccc(F)cc1	-19	0	5	-1	-4	-1.5	-5	-5
O=C(/C=C/c1ccc(-c2ccccc2)o1)c1ccccc1	9	-9	-8	-4	16	93*	16	38
Cc1ccc(F)cc1NC(=O)C1CCN(c2cnccn2)CC1	-7	-7	15	0	0	-1.4	1	-7
